Assay outcomes deposited in PubChem BioAssay by National Center for Advancing Translational Sciences (NCATS).
PNC assembly inh: blocks assembly of the perinucleolar compartment. PC3M PTB-GFP, PNC prevalence imaging, 16 h; active compounds read low. hit rate 3.1% among 140,000. AID 2417. activity change (PNC), negative = inhibition, % at 10 µM;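 active = readout at or below -70, meaning at least 70% loss of cells showing the perinucleolar compartment, a nuclear body marking cancer cells; inconclusive = readout between -30 and a set limit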;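 note: plate controls were DMSO wells for no effect and camptothecin positive control wells for full effect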
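Compounds are pinned in duplicate onto adhered PC3M cells stably expressing GFP-tagged PTB and incubated 16 h at 37 C. Cells are then fixed, nuclei stained with Hoechst, and PNC-positive cells counted.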
IMPase inh: IMPase inhibition in cells; P97697; CHO-M1 cells, IP1 accumulation, HTRF TR-FRET ratio; inhibition (IP1 accumulation), % at 46.1 µM; 120,000 tested, under 10 active; AID 901; active = well fitted curve in the direction sought with a large enough effect in the signal ratio, not every such curve was filed as active; inconclusive = small, poorly fitted or top-dose-only effect, or a change in a side signal; inactive = no such curve, though single readings can be large or run the other way; the % refers to the signal ratio;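 note: cells stimulated with carbachol in lithium chloride buffer; plate controls were DMSO basal wells for no effect and reference inhibitor wells for full effect; higher means more IMPase inhibition seen as more IP1 and lower FRET ratio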
Target sequence (P97697 whole entry, looked up): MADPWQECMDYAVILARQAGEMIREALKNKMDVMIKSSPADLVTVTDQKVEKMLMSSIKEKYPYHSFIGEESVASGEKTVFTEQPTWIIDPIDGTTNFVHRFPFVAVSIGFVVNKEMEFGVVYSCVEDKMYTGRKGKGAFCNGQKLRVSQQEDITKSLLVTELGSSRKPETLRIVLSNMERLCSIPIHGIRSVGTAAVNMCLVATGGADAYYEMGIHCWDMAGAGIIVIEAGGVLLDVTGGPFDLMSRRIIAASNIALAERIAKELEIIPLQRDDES
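In this qHTS, compounds (final up to 46 uM) act on CHO-M1 cells that are then activated through the M1 receptor with carbachol, in pH 7.4 buffer containing 50 mM LiCl, for 30 min. IP1 accumulation is quantified by the IP-One immunoassay.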
15-hLO-2 inh: 15-hLO-2 (ALOX15B) enzyme inhibition; hit rate 0.56% among 110,000; purified 15hLO-2, xylenol orange hydroperoxide absorbance; O15296; Potency, µM (top dose mostly 57.1 µM), without a hit: at the top dose activity change, negative = inhibition, hits mostly inhibitors; note: potency is the fitted concentration of half-maximal effect; nearly all actives have a fitted effect of over 60% in size; many of its hits are not listed in these tables
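Purified human 15hLO-2 (50 nM) preincubated 15 min with compound, then 45 uM arachidonic acid for 90 min at RT in 25 mM Hepes pH 7.5, 0.01% Triton X-100. Hydroperoxide detected by Fe-xylenol orange; 573/405 nm absorbance ratio.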
ALOX12 inhib: 12-hLO (ALOX12) enzyme inhibition; Potency, µM (top dose mostly 57.1 µM), without a hit: top-dose activity change, negative = inhibition, usual class: inhibitors; hit rate 0.12% among 150,000; purified 12-hLO, xylenol orange hydroperoxide absorbance; AID 1452; P18054; note: potency is the fitted concentration of half-maximal effect; nearly all actives have a fitted effect of over 55% in size; many of its hits are not listed in these tables
Target sequence (P18054 whole entry, looked up): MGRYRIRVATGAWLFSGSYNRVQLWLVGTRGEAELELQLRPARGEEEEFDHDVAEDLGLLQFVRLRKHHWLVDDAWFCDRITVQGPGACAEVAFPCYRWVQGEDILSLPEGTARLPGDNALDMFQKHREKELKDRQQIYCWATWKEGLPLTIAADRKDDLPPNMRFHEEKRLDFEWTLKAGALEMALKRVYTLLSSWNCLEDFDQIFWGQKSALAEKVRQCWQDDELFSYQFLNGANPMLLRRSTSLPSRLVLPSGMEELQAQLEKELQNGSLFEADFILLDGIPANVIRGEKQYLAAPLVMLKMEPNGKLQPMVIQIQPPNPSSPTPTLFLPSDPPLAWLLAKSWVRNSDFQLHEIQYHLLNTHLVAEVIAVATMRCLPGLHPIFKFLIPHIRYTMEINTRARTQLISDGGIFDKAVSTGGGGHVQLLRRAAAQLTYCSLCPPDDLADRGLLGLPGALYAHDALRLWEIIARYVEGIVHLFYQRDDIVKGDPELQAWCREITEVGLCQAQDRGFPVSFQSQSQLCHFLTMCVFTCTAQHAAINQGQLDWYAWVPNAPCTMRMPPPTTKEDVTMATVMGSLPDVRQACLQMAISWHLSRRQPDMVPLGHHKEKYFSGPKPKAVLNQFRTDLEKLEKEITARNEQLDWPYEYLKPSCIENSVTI
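150 nM 12hLO, 25 mM Hepes pH 7.0 + 0.01% Triton X-100; cpd preinc 15 min RT; 40 uM arachidonic acid, 30 min RT; Fe-XO 30 min; A573/A405 ratio as read-out.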
* = called active by the depositor; u = inconclusive; x = not tested or not shown; & = joins results of further samples; [ ] = remark or other dose. Unless noted, calls come from the whole dose curve; as a rule, active = well fitted curve in the direction sought with a large enough effect; inconclusive = small, poorly fitted or top-dose-only effect, or another doubt; inactive = no such curve, though single readings can be large; an effect the other way counts as inactive or inconclusive. Unless noted, % is set by controls: 0 for no effect and ±100 for the full control effect.

SMILES	PNC assembly inh	IMPase inh	15-hLO-2 inh	ALOX12 inhib
O=C(CN1C(=O)NC2(CCCCC2)C1=O)Nc1ccc(N2CCOCC2)cc1	66	x	x	0%
COc1ccc2nc(N)sc2c1	59	-4	-10%&4%	0%&0%
CCOc1cc2nc3c4ccccc4n(C)c3nc2cc1OCC	-16	x	x	-4%
CCN1CCN(CCNC(=O)c2cn(Cc3ccccc3F)nn2)CC1	1	u	x	0%
COc1cc2oc(-c3ccccc3)cc(=O)c2cc1OC	x	4	1%	-8%
CCc1ccc(NC(=O)CSc2nc3n[nH]c(C)c3c(=N)n2-c2cccc(OC)c2)cc1	99	12	x	-2%
O=S(=O)(Nc1ccc(O)c(CN2CCCCC2)c1)c1ccccc1	u	-6	-3%	-8%
COc1ccccc1NC(=O)CSc1nnc(-c2ccco2)o1	49	11	0%	-3%
O=C1NCCN1C(=O)N(c1ccccc1)c1ccccc1	-124*	-4	11%	0%
Cn1c(=O)c2cc(S(=O)(=O)NC(C(=O)Nc3cccc(F)c3)c3ccccc3)ccc2n(C)c1=O (stereo unspecified)	-20	13	-22%	3%
CCn1c(SCc2ccccc2)nnc1C1CCCCC1	-6	3	x	1%
CCOc1ccc(N(CC(=O)NCc2ccccc2)S(C)(=O)=O)cc1	29	-8	-4%	-2%
O=C(COC(=O)C1CCN(S(=O)(=O)c2ccc3c(c2)OCCO3)CC1)Nc1ccc(C(F)(F)F)cc1	-14	7	x	-1%
CCCOc1ccc(NC(=O)C2CC(=O)N(C(C)C)C2)cc1 (stereo unspecified)	23	4	1%	1%
COc1ccccc1NC(=O)COc1ccc(/C=N/n2cnnc2)cc1OC	50	7	-5%	-4%
COc1cc(OC)c2ccc(=O)oc2c1C(CCN1CCOCC1)c1ccc(N(C)C)cc1 (stereo unspecified)	x	x	10%[0.0915 µM]	-2%[0.00818 µM]
O=C(CN1CCN(c2ccc([N+](=O)[O-])cc2)CC1)Nc1nccs1	u	x	x	10%
CCn1cc(C(=O)NCCc2ccccc2)c(=O)c2cc(F)c(N3CCN(C)CC3)cc21	u	4	27%	13%
COC(=O)Nc1nc2ccc(C(=O)c3cccs3)cc2[nH]1	x	-13	22%[0.0915 µM]	0%[0.00818 µM]
COc1ccccc1Nc1cc(C(=O)NCCCN2CCOCC2)c2ccccc2n1	u	2	24%	-7%
Nc1ccc2nc(-c3ccccc3)sc2c1	u	u	1%	-10%
COc1ccccc1C(c1nnnn1Cc1ccccc1)N1CCN(C2CCCC2)CC1 (stereo unspecified)	u	11[0.0738 µM]	x	2%
Cc1cc2nc(SCCOC(=O)Nc3ccc(Cl)cc3)nc(C)c2cc1C	-18	3	16%	4%
COc1cc(C2/C(=C(\O)c3ccc4c(c3)CC(C)O4)C(=O)C(=O)N2CCCn2ccnc2)ccc1O (stereo unspecified)	-2	-14	8%	-10%
Cc1cc(N=Cc2c(O)ccc3ccccc23)no1	6	5	u	-4%

Entries shown so far with an NH in an aromatic ring, in the order listed:
SMILES	PNC assembly inh	IMPase inh	15-hLO-2 inh	ALOX12 inhib
CCc1ccc(NC(=O)CSc2nc3n[nH]c(C)c3c(=N)n2-c2cccc(OC)c2)cc1	99	12	x	-2%
COC(=O)Nc1nc2ccc(C(=O)c3cccs3)cc2[nH]1	x	-13	22%[0.0915 µM]	0%[0.00818 µM]

Single records, from the list above. Values in the order: PNC assembly inh, IMPase inh, 15-hLO-2 inh, ALOX12 inhib
Shown for COc1cc2oc(-c3ccccc3)cc(=O)c2cc1OC → x, 4, 1%, -8%
Shown for O=S(=O)(Nc1ccc(O)c(CN2CCCCC2)c1)c1ccccc1 → u, -6, -3%, -8%
Shown for CCn1c(SCc2ccccc2)nnc1C1CCCCC1 → -6, 3, x, 1%

Other structures follow:
SMILES	PNC assembly inh	IMPase inh	15-hLO-2 inh	ALOX12 inhib
Cc1cc(Oc2ccc(C)c(Cl)c2)nc(SCC(=O)c2ccccc2)n1	u	x	x	1%
CCOCCc1nnc(N)s1	-3	-5	-3%	6%
CCC(C)NC(=O)C(Cc1ccccc1)NS(=O)(=O)c1cccc2nsnc12 (stereo unspecified)	65	0	x	2%
O=C(CSc1nnnn1C1CCCCC1)NCc1cccc(C(=O)O)c1	7	2	9%[2.29 µM]	2%
CCOC(=O)c1c(C)oc2cc(Br)c(OC(=O)N3CCOCC3)cc12	11	-2	5%	2%
O=C(CSc1nnc(-c2ccco2)n1Cc1ccco1)NCc1ccccc1	-94*	2	-6%	3%
COc1ccc(NC(=O)Nc2ccccc2C(=O)N2CCCC2)cc1	u	10	-1%	7%
CC(C)(C)n1nnnc1C(c1ccncc1)N1CCN(C2CCCCC2)CC1 (stereo unspecified)	8	-8	7%	-3%
c1ccc(CNn2c(N3CCOCC3)nc3ccccc32)cc1	9	-7	-7%	-2%
CCOC(=O)N1N=C(c2ccc(C)cc2)CC1(O)C(F)(F)F (stereo unspecified)	u	3	2%	-9%
Cc1ccc(-n2c(Cc3ccccc3)nnc2SCC(=O)NNC(=O)Cc2ccccc2)cc1	104	-3	0%	-2%
CCOc1ccc(-n2cccc2C=O)cc1	6	1	x	-6%
COc1ccc(S(=O)(=O)N2CCC(C(=O)NCC3CCCO3)CC2)cc1C (stereo unspecified)	u	6	x	7%
Cc1cccc(S(=O)(=O)c2c(N)n(/N=C/c3ccccc3)c3nc4ccccc4nc23)c1	u	2	-19%	3%
CCN(CC)CC(C)CNC(=O)CN1C(=O)CSc2ccc(S(=O)(=O)N3CCOCC3)cc21 (stereo unspecified)	30	x	x	1%
COC(=O)c1ccc(CN(c2ccccn2)S(=O)(=O)c2ccccc2)cc1	68	-3	4%	8%
CC(C)Cc1csc(NC(=O)c2ccc(F)cc2)c1C(=O)O	56	x	x	0%
O=C(Cc1ccccc1I)Nc1ccccc1	x	x	-4%	-1%
CCOC(=O)N1CCN(C(=O)c2cc(Cl)c(Cl)cc2C(=O)O)CC1	4	-4	-3%	0%
COc1ccc(NC(=O)C(c2ccc(OC)cc2)N(C)C(=O)Cc2cccs2)cc1 (stereo unspecified)	-27	6	x	0%
O=C1NC(c2ccccc2)(C(F)(F)F)SC2=CCCCCN12 (stereo unspecified)	-25	-11	x	-1%
COCc1c(Br)c(C)nc(OCC(=O)O)c1C#N	5	6	5%	3%
CC(C)(CN)CN	x	x	-4%[11.4 µM]	0%[11.4 µM]
CCOC(=O)CNc1c(-c2ccc(O)cc2)nc2ccccn12	15	-1	-5%	-3%
CCCn1nc(Oc2nc(NCC)nc(NCC)n2)ccc1=O	72	4	1%	4%
Following part.
SMILES	PNC assembly inh	IMPase inh	15-hLO-2 inh	ALOX12 inhib
Cc1ccc2nc(N(CCN(C)C)C(=O)c3cc(Cl)sc3Cl)sc2c1	u	4	x	3%
Cn1c(Cc2ccccc2)nnc1SCC(=O)N1CCCCC1	11	x	x	-4%
NC(CSS(=O)(=O)O)=NCCC12CC3CC(CC(O)(C3)C1)C2	20	x	x	-3%
Nc1ccc2nc(-c3ccc(Cl)cc3)[nH]c2c1	28	-19	38%[activator]	3%
O=C(c1ccc2c(c1)OCO2)N(c1ccccc1)C1C=CS(=O)(=O)C1 (stereo unspecified)	31	3	-2%	-2%
Cc1ccc(OCC(=O)NCCN2CCCC2)cc1	4	-5	-4%	-1%
CCOC(=O)C1C(=O)OC2(CCCCC2)C1C(=O)OCC (stereo unspecified)	u	-7	-2%	-12%
COc1cccc(C=NCCNC(=O)c2nonc2N)c1O	-19	1	-2%	-3%
COc1ccc(N(C(=O)C2COc3ccccc3O2)C(C(=O)NC2CCCCC2)c2ccccc2)cc1OC (stereo unspecified)	4	-7	x	-1%
Cc1ccc(OCC(=O)Nc2ccccc2-c2ccccc2)cc1	-13	8	3%	-1%
CCSc1nnc(NC(=O)/C=C/c2ccc3c(c2)OCO3)s1	-16	x	x	-5%
CCOC(=O)N1CCN(C(=O)C2CCCN(S(C)(=O)=O)C2)CC1 (stereo unspecified)	11	10	-6%	-4%
O=C1NC(=O)/C(=C\c2ccc(Sc3ccc(Cl)cc3)o2)N1	u	0	-20%	-2%
CC(/C=C/c1ccccc1)=N\NC(N)=S	-2	1	u	-20%
CN1C(=O)C(O)(CC(=O)c2ccc(F)cc2)c2cc(Br)ccc21 (stereo unspecified)	3	-3	-3%	-2%
Nc1c(Cl)ncnc1N/N=C/c1ccccn1	-22	x	x	-4%
COc1ccc(NC(=O)CC2C(=O)N(c3ccc(OC)cc3)C(=S)N2NC(=O)c2cccc(F)c2)cc1 (stereo unspecified)	45	x	x	7%
COc1ccccc1-c1cc(C(=O)N/N=C\c2cn(C)nc2C)c2ccccc2n1	u	x	x	0%
Cc1n[nH]c(=S)c2nn(-c3ccccc3)c(C)c12	90	u	-4%	4%
Cc1cc(C)cc(Nc2cc(C)nc3nc(C)nn23)c1	6	8	5%	-7%
Fc1ccc(NCc2nnc(SCc3nnc(-c4ccccc4)o3)n2CC2CCCO2)cc1 (stereo unspecified)	u	2	-1%	-5%
O=c1c2ccc([N+](=O)[O-])c3cccc(c32)c2nc3ccccc3n12	14	-17	7%	3%
N#Cc1ccc(CN2CCCC3(CCN(S(=O)(=O)c4ccccc4)CC3)C2)cc1	x	x	13%	-3%
CCN(CC)CCCNc1nnc(C)c(=O)[nH]1	19	-3	0%	4%
CCc1nnc(NC(=O)[C@@H]2CCCN2S(=O)(=O)c2ccc3c(c2)OCCO3)s1	13	-5	-3%	-2%
Additional results.
SMILES	PNC assembly inh	IMPase inh	15-hLO-2 inh	ALOX12 inhib
CC(=O)c1ccc(N2CCN(c3ncc(C(F)(F)F)cc3Cl)CC2)cc1	12	3	1%	-10%
COc1ccc(S(=O)(=O)NCCCCNS(=O)(=O)c2ccc(OC)cc2)cc1	9	6	2%	-13%
CCCCOc1ccc(C(=O)Nc2ccncc2)cc1	-118*	2	9%[2.29 µM]	5%
CCc1nnc(NC(=O)CSc2nnc(-c3ccc(NS(=O)(=O)c4ccccc4)cc3)o2)s1	-26	-3	x	-4%
Cc1nnc(NC(=O)CSCc2ccccc2)s1	-106*	4	-1%	3%
CCN(CC)c1ccc2c(c1)CCCN2	-5	24	x	-2%
CC(C)CC(=O)c1c[nH]c(C(=O)NCC2CCCO2)c1 (stereo unspecified)	-4	-1	-9%	-2%
CCn1nc(C(=O)N2CCc3ccccc3C2)c2ccccc2c1=O	27	3	7%	-8%
COc1cc(OC)c(C2Oc3nc(SC)nnc3-c3ccccc3N2C(C)=O)cc1OC (stereo unspecified)	48	-4	2%	3%
O=C(Nc1ccc(Cl)cc1)NC1CCCCC1Cc1ccco1 (stereo unspecified)	-9	11	-5%	-3%
COc1ccccc1CCN1C(=S)NC(C)(C)CC1(C)O (stereo unspecified)	-22	6	u	u
CC1(C)CC(=O)C2=C(C1)NC1=C(C(=O)c3ccccc31)C2c1ccc(O)cc1 (stereo unspecified)	-13	x	x	-2%
Cc1cccc(C(=O)NNC(=O)CN2C(=O)c3ccccc3C2=O)c1	-21	-1	x	0%
CCOC(=O)Cc1cc(=O)[nH]c(Nc2nc3ccccc3o2)n1	u	3	42%[activator]	-5%
CCOC(=O)c1c(C)n(CC(O)c2ccccc2)c2ccc(O)cc12 (stereo unspecified)	-28	3	-12%	-20%
CCn1ncc(C2=NOC(C(=O)N3CCC(C(N)=O)CC3)C2)c1C (stereo unspecified)	10	-4	-1%	-1%
CCC(C)(C)n1nnnc1CN1CCC(c2nc3ccc(C)cc3[nH]2)CC1	35	5	10%	-5%
OCCCN1c2ccccc2Nc2nnc(-c3ccccc3)cc21	-15	11	64%[activator]	-1%
O=C(C1CCC(CNS(=O)(=O)c2cccc3nsnc23)CC1)N1CC=C(c2ccccc2)CC1 (stereo unspecified)	10	18	5%	5%
O=C(COc1cc(Cl)c(Cl)cc1Cl)Nc1ccncc1	-27	9	10%	2%
